High-throughput results as filed in PubChem.
M. tuberculosis – growth inhibition of non-replicating M. tuberculosis (AID 488890). inhibition, % at 25 µM; hits with a dose series show IC50 in µM. actives 0.39% (n = 320,000). Mycobacterium tuberculosis non-replicating, growth inhibition; higher % means a stronger effect; in the data active = a potency from the dose series; inconclusive = inhibition mostly from about 82% at the one dose, without a potency; inactive = the rest, 99 in 100 with inhibition below about 76%;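 note: plate controls were DMSO cells for no effect and high antibiotic wells for full effect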
VEEV TC-83 Vero – inhibitors of VEEV TC-83 cytopathic effect, confirmation, Vero cells (AID 588727). inhibition, % at 20 µM; hits with a dose series show IC50 in µM. actives 0.13% (n = 350,000). Vero cells, VEEV TC-83 cytopathic effect inhibition; higher % means a stronger effect; in the data active = a potency from the dose series; inconclusive = inhibition mostly from about 14% at the one dose, without a potency; inactive = the rest, 99 in 100 with inhibition below about 12%; note: strong numbers were not always called active
influenza NS1A – NS1A inhibition, H1N1 influenza, cell based functional assay (AID 504329). inhibition, % at 12.5 µM, or IC50 in µM where a hit was titrated. actives 0.3% (n = 340,000). NS1A functional cell-based assay, percent inhibition; higher % means a stronger effect; in the data active = a potency from the dose series; inconclusive = inhibition above about 27% without an active follow-up result; note: strong numbers were not always called active
H37Rv inhibition – M. tuberculosis growth inhibition, HTS (AID 449762) | M. tuberculosis H37Rv growth inhibition, 7H9 media; higher % means a stronger effect | inhibition, % at 25 µM, or IC50 in µM where a hit was titrated | actives 0.59% (n = 330,000); in the data active = a potency from the dose series; inconclusive = inhibition above about 70% without an active follow-up result;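 note: bacterial growth assessed after seven days of incubation; strong numbers were not always called active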
Salmonella PhoP GFP – Inhibition of PhoP regulon, Salmonella typhi GFP reporter cells, confirmation, 4 h (AID 1850). Salmonella Typhi PhoP-promoter GFP reporter, fluorescence, 4 h; higher % means a stronger effect. inhibition, % at 50 µM, or IC50 in µM where a hit was titrated. actives 0.33% (n = 310,000); in the data active = a potency from the dose series; inconclusive = inhibition mostly from about 25% at the one dose, without a potency; inactive = the rest, 99 in 100 with inhibition below about 19%;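 note: 0% = induced wells with vehicle and 100% = uninduced wells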
VEEV TC-83 Vero 10K pilot screen – further read-out of VEEV TC-83 Vero, marked with its call; inhibition, %; measured here: 10K pilot screen inhibition
Active calls of the source: *; i = inactive; u = inconclusive; x = not tested or not shown.

SMILES	M. tuberculosis	VEEV TC-83 Vero	influenza NS1A	H37Rv inhibition	Salmonella PhoP GFP	others
S=C(NCCN1CCOCC1)Nc1cccc(Cl)c1	-1%	0.1%	-4%	1%	-12%
CCOc1cc(CNC(=O)CN2C(=O)c3ccccc3S2(=O)=O)ccc1OC	-11%	0.1%	-3%	-2%	-7%	VEEV TC-83 Vero 10K pilot screen=0.4
CN(C)CCn1c(=O)n(C2CCCCC2)c(=O)c2c3c(sc21)CCCCC3	45%	i	8%	33%	4%
O=C1CC(=O)C(n2cncn2)C(c2c(F)cccc2Cl)C1 (stereo not given)	8%	1.9%	-10%	-1%	9%
COc1cc(OC)c(OC)cc1CNC(=O)c1cc(=O)[nH]c2ccccc12	30%	0.5%	0%	4%	3%
COc1ccc(C2=NN(c3ccccc3)C(=O)/C2=C\c2ccc(O)c(OC)c2)cc1	14%	2.4%	42µM*	-4%	5%
O=C(O)c1ccc(N/N=C/c2ccc(-c3cccc(Cl)c3)o2)cc1	18%	1.6%	-20%	18%	3%
Cc1noc(C)c1/C=N/Nc1ccccn1	-15%	0.1%	0%	-14%	-1%
CCN1CCN(CC(=O)Nc2cc(C)on2)CC1	3%	i	7%	-2%	-7%
CC(=O)NCC(=O)OCC(=O)c1ccc(C)cc1	-17%	0.2%	-1%	2%	-1%
O=C(Nc1ccc(F)cc1)NC1CCCc2ccccc21 (stereo not given)	-9%	7.9%	-12%	-12%	-9%
Cc1ccccc1N(C(=O)c1snc(C(N)=O)c1N)C(C(=O)NCC1CCCO1)c1ccc(F)cc1 (stereo not given)	18%	4.6%	-12%	7%	-4%
O=C(Nc1ccc(Cl)cc1)c1ccc(S(=O)(=O)N2CCOCC2)cc1	24%	1.3%	8%	8%	7%
Cc1ccc(CNC(=O)C2CCC(CNc3c(N4CCOCC4)c(=O)c3=O)CC2)cc1 (stereo not given)	-7%	0.6%	-6%	-5%	-11%
CC1(C)C2CCC1(CS(=O)(=O)Nc1ccc(S(=O)(=O)N3CCCC3)cc1)C(=O)C2 (stereo not given)	10%	0.2%	-1%	6%	3%
Cc1ccc2c(c1)CCCN2C(=O)c1ccoc1C	8%	1.2%	1%	-8%	-5%
Cc1ccccc1NC(=O)CSc1ccc(-c2ccccn2)nn1	u	2.2%	12%	u	-2%
Cc1cc(OCCCC(=O)NNC(=O)c2ccncc2)ccc1Cl	74%	6.4%	-1%	u	0%
CCOC(=O)N1CCN(C2=C(NS(=O)(=O)c3ccc(C)cc3)C(=O)c3ccccc3C2=O)CC1	44%	u	22µM*	13%	6%
CCOc1ccccc1NC(=O)c1ccc2c(c1)C(=O)N(CC(C)C)C2=O	-10%	i	-7%	-3%	-2%
CCCCC(=O)Nc1ccc(NC(=O)c2cccnc2)cn1	-4%	0.7%	-4%	-5%	2%
CCC(=O)Nc1cccc(C(=O)OC)c1	-4%	2.2%	-1%	5%	-3%
O=C(COC(=O)Cc1c(F)cccc1Cl)NC(=O)Nc1ccccc1F	24%	0.9%	-5%	-7%	x
Cc1ccc(-c2csc3ncnc(NCCC(=O)O)c23)cc1C	20%	0.4%	-16%	3%	-2%
COc1cc(CCC(=O)OCC(=O)Nc2c(C)cccc2C(C)C)cc(OC)c1OC	13%	0.8%	0%	-2%	-6%
NC(=O)c1sc2nc(N3CCCCC3)c3c(c2c1N)CCCC3	6%	i	-17%	-7%	-19%
CN(C)S(=O)(=O)c1cc(S(=O)(=O)N(C)C)c(Cl)cc1N	-1%	0.1%	1%	0%	-8%
Cc1cc(C)cc(NC(=O)C2CCN(c3nccs3)CC2)c1	21%	0.5%	4%	4%	-8%
COc1ccc(NS(=O)(=O)c2cc(NC(=O)CCc3ccccc3)ccc2N2CCOCC2)cc1	x	4.3%	-7%	x	x
Cc1cc(CNC(=O)CC2C(=O)NCCN2CC(c2ccccc2)c2ccccc2)on1 (stereo not given)	14%	0.7%	-2%	-2%	-11%
CC(=O)Nc1cccc(NC(=O)CSc2nnnn2C(C)C)c1	1%	0.6%	5%	-12%	-8%
COCCCNCCOCCOc1ccccc1-c1ccccc1	-1%	i	-9%	5%	-1%
O=C(O)[C@H]1CCCN1C(=O)c1ccccc1N1C(=O)[C@@H]2Cc3c([nH]c4ccccc34)C(c3cccc(Cl)c3)N2C1=O (stereo not given in full)	-1%	1.0%	2%	-24%	-6%
CCCc1nc2nc(C)c(NS(=O)(=O)c3ccc([N+](=O)[O-])cc3)c(=O)n2[nH]1	3%	0.2%	-16%	2%	-5%
COc1cc(C(=O)NNC2=NC(C)(C)Cc3cc(C)c(C)cc32)cc(OC)c1OC	5%	0.2%	-6%	5%	-14%
COc1ccccc1CN(C)C(=O)c1cccc(S(=O)(=O)N2CCc3ccccc3C2)c1	30%	2.4%	-16%	-1%	x
O=C1c2ccccc2C(Nc2ccc(S(=O)(=O)N3CCCCCC3)cc2)N1c1ccccn1 (stereo not given)	-5%	2.3%	-3%	-15%	7%
Cc1c(C(=O)N(Cc2cccc(Br)c2)C2CCS(=O)(=O)C2)oc2ccccc12 (stereo not given)	-15%	7.7%	0%	11%	8%
C=CCOc1c(Br)cc(/C=C(\C#N)C(N)=O)cc1OC	21%	0.6%	10%	-10%	2%
Cc1cc(Nc2c(C)cccc2C)n2nc(C)nc2n1	-6%	i	4%	2%	-2%
O=C(NCc1csc(-c2cccs2)n1)Nc1ccc(F)cc1F	1%	2.1%	-25%	6%	0%
O=C(CCC(C(=O)O)N1C(=O)c2ccccc2C1=O)Nc1ccccc1 (stereo not given)	x	1.0%	-1%	x	x
CCc1ccc(N2CC(C(=O)Nc3nnc(CC)s3)CC2=O)cc1 (stereo not given)	-2%	2.4%	-20%	7%	-2%
Cc1ccc2c(CN3CCN(S(=O)(=O)c4ccc(Cl)cc4)CC3)cc(=O)oc2c1C	x	11%	-2%	x	x
COC(=O)C1(C)NC(c2ccc(OC)cc2)C2C(=O)N(c3ccccc3)C(=O)C21 (stereo not given)	-9%	0.4%	-33%	6%	-23%
CCCNC(=O)CSc1nnc(-c2ccccc2Br)n1-c1cccc(C(F)(F)F)c1	16%	0.1%	0%	13%	-5%
O=C1CC(N2CCN(C/C=C/c3ccccc3)CC2)C(=O)N1CCc1ccccc1 (stereo not given)	79%	i	-1%	-3%	-11%
Cc1cc(C)cc(OCC(O)CN2C(=O)NC(C)(C)C2=O)c1 (stereo not given)	-20%	i	1%	-8%	-14%
c1ccc(N2CC3COc4ccccc4C3=N2)cc1 (stereo not given)	x	0.3%	-18%	x	x
Cc1cc(C)c(C#N)c(SCC(=O)Nc2nonc2N)n1	17%	3.5%	6%	-7%	-10%
O=C1C(=O)N(Cc2cccnc2)C(c2cccc(Br)c2)/C1=C(/O)c1ccc2c(c1)OCO2 (stereo not given)	45%	1.6%	4%	-5%	-5%
O=C(N/N=C/c1cccc(OC(=O)c2cccc(Br)c2)c1)c1ccncc1	u	2.4%	13%	u	-1%
Cc1ccccc1CS(=O)(=O)Cc1ccc(C(=O)NCCCN2CCCC2=O)o1	-9%	0.3%	0%	-9%	-3%
CCOc1ccccc1N(CC(=O)NCCOC)C(=O)CCC(=O)Nc1ccccn1	-4%	3.0%	-8%	0%	-9%	VEEV TC-83 Vero 10K pilot screen=0.3
CCCCCCSc1cccc(-c2nc3ccc(C)cn3c2NC2CCCCC2)c1	3%	0.2%	1%	-9%	-5%
O=c1c(Br)c(Br)cnn1-c1ccccc1	x	8.3%	-5%	x	x
CC(=O)N1CCCc2cc(S(=O)(=O)N(CC(C)C)CC(C)C)ccc21	16%	i	0%	-10%	-3%
Cc1cccc(C(=O)Nc2ccc(C(=O)N/N=C/c3ccc4c(c3)OCO4)cc2)c1	1%	8.2%	7%	0%	7%
Cc1ccc(NC(=O)c2ccc3c(c2)C(=O)N(CC2CCCO2)C3=O)cc1C (stereo not given)	10%	0.0%	-7%	-8%	-3%
O=C(c1ccc(OC2CCN(Cc3ccccn3)CC2)cc1)N1CCCCO1	9%	0.9%	-21%	-3%	-3%

Part of the list above in order of molar mass, rising:
SMILES	M. tuberculosis	VEEV TC-83 Vero	influenza NS1A	H37Rv inhibition	Salmonella PhoP GFP	others
c1ccc(N2CC3COc4ccccc4C3=N2)cc1 (stereo not given)	x	0.3%	-18%	x	x
Cc1cc(C)c(C#N)c(SCC(=O)Nc2nonc2N)n1	17%	3.5%	6%	-7%	-10%
Cc1cc(C)cc(OCC(O)CN2C(=O)NC(C)(C)C2=O)c1 (stereo not given)	-20%	i	1%	-8%	-14%
O=c1c(Br)c(Br)cnn1-c1ccccc1	x	8.3%	-5%	x	x
CCc1ccc(N2CC(C(=O)Nc3nnc(CC)s3)CC2=O)cc1 (stereo not given)	-2%	2.4%	-20%	7%	-2%
O=C(CCC(C(=O)O)N1C(=O)c2ccccc2C1=O)Nc1ccccc1 (stereo not given)	x	1.0%	-1%	x	x
CC(=O)N1CCCc2cc(S(=O)(=O)N(CC(C)C)CC(C)C)ccc21	16%	i	0%	-10%	-3%
Cc1ccc(NC(=O)c2ccc3c(c2)C(=O)N(CC2CCCO2)C3=O)cc1C (stereo not given)	10%	0.0%	-7%	-8%	-3%
O=C(c1ccc(OC2CCN(Cc3ccccn3)CC2)cc1)N1CCCCO1	9%	0.9%	-21%	-3%	-3%
Cc1cccc(C(=O)Nc2ccc(C(=O)N/N=C/c3ccc4c(c3)OCO4)cc2)c1	1%	8.2%	7%	0%	7%
O=C1CC(N2CCN(C/C=C/c3ccccc3)CC2)C(=O)N1CCc1ccccc1 (stereo not given)	79%	i	-1%	-3%	-11%
Cc1ccccc1CS(=O)(=O)Cc1ccc(C(=O)NCCCN2CCCC2=O)o1	-9%	0.3%	0%	-9%	-3%
CCCCCCSc1cccc(-c2nc3ccc(C)cn3c2NC2CCCCC2)c1	3%	0.2%	1%	-9%	-5%
CCOc1ccccc1N(CC(=O)NCCOC)C(=O)CCC(=O)Nc1ccccn1	-4%	3.0%	-8%	0%	-9%	VEEV TC-83 Vero 10K pilot screen=0.3
O=C1C(=O)N(Cc2cccnc2)C(c2cccc(Br)c2)/C1=C(/O)c1ccc2c(c1)OCO2 (stereo not given)	45%	1.6%	4%	-5%	-5%
CCCNC(=O)CSc1nnc(-c2ccccc2Br)n1-c1cccc(C(F)(F)F)c1	16%	0.1%	0%	13%	-5%

Other compounds follow:
SMILES	M. tuberculosis	VEEV TC-83 Vero	influenza NS1A	H37Rv inhibition	Salmonella PhoP GFP	others
CC(=O)c1cc(-c2ccccc2)n(CC(=O)N2CCCCC2)c1C	4%	0.8%	-3%	-13%	5%
O=C(CN1CC(=O)Nc2ccccc21)Nc1ccc(F)c(F)c1	12%	3.0%	-5%	6%	8%
Cn1c(CC(=O)NNC(=O)c2ccccc2F)nc2ccccc21	77%	2.7%	-6%	27%	x
CC1CCCCC1NC(=O)COC(=O)c1ccc2c(c1)NC(=O)CS2 (stereo not given)	-3%	1.9%	-6%	-2%	x
O=C(C1CCC1)N1CCN(S(=O)(=O)c2ccc([N+](=O)[O-])cc2)CC1	4%	0.2%	-5%	3%	x
CCC(C)N1CCC2(CC1)N=c1c(c3c4c5c(C)c(O)c3c(O)c1=NC(=O)C(C)=CC=C[C@H](C)[C@H](O)[C@@H](C)[C@@H](O)[C@@H](C)[C@H](OC(C)=O)[C@H](C)[C@@H](OC)C=CO[C@@](C)(O5)C4=O)N2 (stereo not given in full)	u	4.4%	12%	<0.2µM*	2.5µM*
O=C1c2ccccc2[C@@H]2C[C@@H](O)[C@H](Nc3cccc4ccccc34)CCN12	x	7.9%	4%	x	x
O=C(NC1CCCCC1)c1cccc(S(=O)(=O)N2CCCCC2)c1	0%	3.6%	8%	-5%	8%
O=C(NC(=S)Nc1ccc2c(c1)OCCO2)c1ccccc1	68%	i	0%	-5%	-1%
Cc1cccc(C)c1NC(=O)CCCSc1nnc(-c2ccco2)o1	62%	2.6%	-3%	-11%	-13%
CN(C(=O)CSc1nc2ccccc2s1)c1c(N)n(Cc2ccccc2)c(=O)[nH]c1=O	-7%	2.2%	1%	-5%	1%
CC1(c2ccccc2)NC(=O)N(CC#N)C1=O (stereo not given)	0%	i	8%	2%	-5%
Cc1cc(C)cc(N(CCC#N)C(=O)COC(=O)C2=COCCO2)c1	-22%	1.0%	-7%	1%	2%
CCOC(=O)N1CCC(NC(=O)CCc2c(C)nc3ncnn3c2C)CC1	-5%	3.8%	-3%	-24%	-4%	VEEV TC-83 Vero 10K pilot screen=0.8
COc1cc(CC(=O)Nc2ccccc2N2CCOCC2)cc(OC)c1OC	3%	1.0%	-18%	1%	-26%
